NRP1-CendR mod – alters CendR peptide binding to human NRP-1; O14786; FAM-RPARPAR peptide binding to NRP-1, fluorescence polarization; inhibition, % at 25 µM; 360,000 compounds, 0.85% hits;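 active = inhibition or corrected inhibition above about 18%, plus a signal ratio from 0.5 to 1.5, limit read from the data, passing the limit was not always enough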; note: strong numbers were not always called active
Target sequence (O14786 whole entry, looked up): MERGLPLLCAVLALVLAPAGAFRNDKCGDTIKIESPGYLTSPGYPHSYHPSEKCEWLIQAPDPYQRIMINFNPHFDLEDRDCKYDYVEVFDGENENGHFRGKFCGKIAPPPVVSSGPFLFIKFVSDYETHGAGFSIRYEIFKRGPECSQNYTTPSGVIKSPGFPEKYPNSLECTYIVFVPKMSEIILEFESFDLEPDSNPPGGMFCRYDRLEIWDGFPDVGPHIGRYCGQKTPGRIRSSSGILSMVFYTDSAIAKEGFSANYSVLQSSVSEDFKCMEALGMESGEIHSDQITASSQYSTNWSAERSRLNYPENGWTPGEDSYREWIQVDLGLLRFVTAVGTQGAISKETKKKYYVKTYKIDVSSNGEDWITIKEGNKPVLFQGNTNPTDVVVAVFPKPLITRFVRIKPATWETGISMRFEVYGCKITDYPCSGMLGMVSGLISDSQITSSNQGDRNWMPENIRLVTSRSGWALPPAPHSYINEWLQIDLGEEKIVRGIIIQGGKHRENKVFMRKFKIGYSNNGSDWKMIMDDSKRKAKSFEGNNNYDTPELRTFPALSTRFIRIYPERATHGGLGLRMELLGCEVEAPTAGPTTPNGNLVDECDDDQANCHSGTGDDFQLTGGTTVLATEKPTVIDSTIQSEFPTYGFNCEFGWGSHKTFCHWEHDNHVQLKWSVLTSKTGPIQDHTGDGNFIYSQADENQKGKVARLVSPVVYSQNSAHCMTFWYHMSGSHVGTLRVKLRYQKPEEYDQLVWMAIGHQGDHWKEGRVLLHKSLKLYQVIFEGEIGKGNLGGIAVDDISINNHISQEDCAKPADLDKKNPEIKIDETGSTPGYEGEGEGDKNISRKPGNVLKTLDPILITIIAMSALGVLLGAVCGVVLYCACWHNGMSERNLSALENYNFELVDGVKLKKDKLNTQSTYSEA
LMPTP inh – blocks human LMPTP phosphatase; P24666; recombinant LMPTP-A, OMFP fluorogenic substrate, fluorescence intensity; inhibition, % at 20 µM; 360,000 compounds, 0.22% hits;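 active = compounds that cut the enzyme signal by at least half of the control window in the single-dose screen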;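 note: plate controls were DMSO wells with enzyme plus substrate for no effect and substrate without enzyme for full effect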
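Test system: LMPTP-A phosphatase enzyme. Amount: LMPTP-A at 0.625 nM final in the reaction. Reagent: OMFP substrate, 400 µM final. Times: 50 min at room temperature. Signal: endpoint fluorescence intensity from OMFP dephosphorylation. Read-out basis: % inhibition. Benchmarks: no-enzyme and uninhibited controls.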
SKN-1 block – inhibitors of C. elegans SKN-1 | AID 624304 | inhibition, % at 21.8 µM | C. elegans VP596 Pgst-4::GFP/RFP ratio, acrylamide-induced, 24 h | 360,000 compounds, 0.49% hits;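 active = interference check ratio from 0.5 to 1.5 plus GFP to RFP signal ratio inhibition reaching or exceeding a fixed threshold, cut at about 30% in these data, passing the limit was not always enough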; note: some compounds called inactive have numbers as strong as hits
DNMT1 block – DNMT1 (human) enzyme inhibition. P26358. DNMT1 molecular beacon, Hinp1I cleavage, fluorescence. inhibition (reported as % activation of signal), % at 10 µM. 360,000 compounds, 0.83% hits. AID 588458; in the data active = inhibition above about 50%
Scp-1 inhibitor – inhibitors of human Scp-1 phosphatase; 340,000 compounds, 0.88% hits; Recombinant Scp1, phosphopeptide, malachite green phosphate absorbance; Q9GZU7; inhibition, % at 20 µM;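 active = inhibition above about 50% at 20 µM, limit read from the data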;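 note: plate controls were DMSO wells with enzyme for no effect and wells lacking enzyme for full effect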
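Material – SCP-1 phosphatase catalytic domain, residues 76-261 · Buffer or medium – Acidic Tris acetate buffer with magnesium and detergent · Also added – Phospho 17-mer peptide substrate · Compound – single 20 µM dose, 1% DMSO · Times – 45 min room-temperature reaction, 5 min colour, 30 min stabiliser · Technique – Phosphate-binding colour reagent, absorbance read at 630 nm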
STEP block – STEP (human) phosphatase inhibition; P54829; 360,000 compounds, 0.25% hits; inhibition, % at 20 µM; recombinant STEP, OMFP fluorogenic substrate, fluorescence;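 active = inhibition at 20 µM, scaled per plate between control wells, above about 37%, limit read from the data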;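 note: 0% = DMSO with enzyme and substrate and 100% = substrate only without enzyme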
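Measure: Control-normalized % inhibition with plate pattern correction | Test system: STEP phosphatase, cell-free reaction | Medium: pH 6.0 Bis-Tris with DTT and Tween 20 | Technique: Fluorescence, 480/540 nm | Times: Reaction 20 min, ambient temperature | Doses: Single compound dose of 20 µM, 1% DMSO final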
SUMO1-SIM PPI – modulators of human SUMO1-mediated protein-protein interactions. 360,000 compounds, 0.33% hits. P63165. inhibition, % at 20 µM. SUMO1 binding to a labelled peptide, TR-FRET, 1 h; in the data active = inhibition above about 37%
Target sequence (P63165 whole entry, looked up): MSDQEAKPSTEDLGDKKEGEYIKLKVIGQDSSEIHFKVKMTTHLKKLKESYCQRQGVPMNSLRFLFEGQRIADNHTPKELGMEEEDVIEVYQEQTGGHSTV
TbMetRS inhib – blocks T. brucei methionyl-tRNA synthetase activity | purified T. brucei MetRS, ATP depletion, Kinase-Glo luminescence | inhibition, % at 11.9 µM | 360,000 compounds, 0.4% hits | AID 624268;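 active = inhibition above a per-plate cutoff of the control wells' mean inhibition plus 3 SD, cut at about 5.5% in these data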;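 note: 0% = DMSO wells median and 100% = median of wells with control inhibitor compound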
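Test system: purified T. brucei MetRS enzyme. Also added: ATP, methionine and E. coli bulk tRNA substrates. Compound: 11.9 µM single point. Schedule: 15 min enzyme-compound preincubation, 2 h reaction, 10 min detection, 25 °C. Signal: luciferase luminescence of residual ATP, Kinase-Glo. Evaluation: percent inhibition versus plate control medians. Controls: DMSO wells, low control.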
Neddyl block – blocks human cullin neddylation; TR-FRET cullin neddylation, biochemical; calls only at 25 µM; 360,000 compounds, 0.58% hits; P61081+Q13564; in the data active = inhibition above about 36%
NadD inh – inhibitors of Staphylococcus aureus NadD; purified NadD enzyme, colorimetric absorbance read-out; inhibition, % at 20 µM; 360,000 compounds, 0.78% hits; in the data active = inhibition above about 26%; note: some compounds past the cut are filed as inactive
Numbers without * were called inactive; i = inactive; . = no result given. No enrichment for hits; overall some 4.6% were active at least once.

SMILES	NRP1-CendR mod	LMPTP inh	SKN-1 block	DNMT1 block	Scp-1 inhibitor	STEP block	SUMO1-SIM PPI	TbMetRS inhib	Neddyl block	NadD inh
CCOC(=O)C1=C(C)N(C)C(=O)NC1c1c(C)nn(-c2ccccc2)c1C (stereo not drawn)	-11	-2.5	20	0	-12	-2	-4	-1.5	i	-5
COc1cc(/C=C2\C(=N)N3N=C(C)SC3=NC2=O)cc(OC)c1OCCOc1ccccc1C	-11	0.9	1	6	-3	-2	-2	-1.6	i	3
COc1cccc(C(NC(C)=O)c2ccc3cccnc3c2O)c1 (stereo not drawn)	-11	0.5	8	0	-10	0	-11	-1.6	i	5
Cc1cc2nccc(-c3ccncc3)n2n1	-12	-1.3	-10	0	-7	-2	-11	0.1	i	-6
Cc1ccc(S(=O)(=O)N2c3cc(C)ccc3OCC2C(C)(C)C)cc1 (stereo not drawn)	10	3.8	8	-6	-11	2	1	-0.2	i	-5
Cn1c(C(=O)c2ccccc2[N+](=O)[O-])nc2ccccc21	7	-1.9	8	0	-1	1	-23	-0.5	i	0
CCCCN(C)C(=S)Nc1ccsc1C(=O)OC	-4	-1.6	5	2	-3	4	3	-0.2	i	-5
O=c1oc2cc(O)ccc2cc1-c1nc2ccccc2o1	141	0.1	10	37	.	-10	-8	-0.5	i	4
CCc1ccccc1NC(=O)NC1CC2CCC(C1)N2Cc1ccco1 (stereo not drawn)	20*	0.5	6	-1	2	-1	3	-0.5	i	-10
O=C1CC(N2CCN(c3ccc(F)cc3)CC2)C(=O)N1c1ccccc1 (stereo not drawn)	-1	0.8	-7	-1	-10	-2	-1	-0.5	i	-5
CC(C)NS(=O)(=O)c1ccc(NC(=O)C(C)Oc2ccc(C(=O)c3ccccc3)cc2)cc1 (stereo not drawn)	-3	2.6	11	-16	-8	-3	5	-0.4	i	-8
Cc1cc(C)n2nc(C(=O)NCC(=O)Nc3ccc(F)c(F)c3)nc2n1	8	-0.3	18	-2	-7	-2	1	0.3	i	2
Cc1nc2ccccn2c1CN(C)C(=O)C1CCC(=O)N(CCc2cccc(F)c2)C1 (stereo not drawn)	-3	4.3	-7	4	-8	2	8	-0.1	i	-6
COc1ccc(COc2cc(-c3cccc(OC)c3)nc3ccc(NC(=O)c4ccc(C)cc4)cc23)cc1	8	8.3	16	-7	13	0	6	-0.2	i	40*
O=C1NC2(CCCCC2)C(=O)N1Cc1cc(=O)n2ccsc2n1	-9	1.6	9	-2	-3	5	3	-0.7	i	12
COc1ccc(NC(=O)CCOc2ccc(C)cc2)c(OC)c1	-5	0.0	8	0	-10	0	0	0.5	i	-5
CC1CCCCN1C(=O)COC(=O)CNC(=O)c1ccc(Cl)cc1Cl (stereo not drawn)	-18	0.3	-15	1	-6	-2	6	0.4	i	-3
COc1ccc(-c2cc(-c3ccccc3)nc(N3CCCC3)n2)cc1OC	0	4.7	8	-14	5	-1	1	-0.6	i	4
COc1ccc(S(=O)(=O)N2CCN(C(=O)C3CC(=O)N(c4ccccc4F)C3)CC2)cc1OC (stereo not drawn)	6	-1.4	-3	2	-3	-1	7	-0.2	i	0
CCCCNC(=O)C1(C)CCN1C(=O)c1oc2ccccc2c1C (stereo not drawn)	5	0.0	11	4	.	1	-3	-0.4	i	1
COc1cc(NC(=O)N[C@@H](Cc2ccccc2)C(=O)O)cc(OC)c1	0	-2.3	7	4	-10	-2	1	-0.1	i	-2
Cc1cc(=O)n2nc(N3CCCC(C(=O)N4CCc5ccccc54)C3)sc2n1 (stereo not drawn)	-4	-2.2	-2	1	-4	-2	1	-1.0	i	-4
CC(=O)NN1C(=O)/C(=C2/Sc3ccccc3N2C)SC1=S	-21	-0.8	-5	3	-7	3	0	-0.5	i	-1
CC(=O)N1CCN(CC(=O)Nc2c(Cl)ccc(C)c2Cl)CC1	3	0.3	-6	-1	6	-4	0	-0.8	i	-4
O=C(Nc1ccc(N2CCCC2)c(Cl)c1)c1ccc2c(c1)OCCO2	-6	2.4	-4	-8	-6	0	2	0.2	i	16
CCOCCCn1cnc2c([nH]c3cc(OC)ccc32)c1=O	6	-0.4	17	0	-3	4	-3	-0.2	i	4
COc1ccccc1NS(=O)(=O)c1cccc(NC(=O)Cc2cccs2)c1	10	-0.9	8	-13	-14	-2	3	2.1	i	-6
Cc1cccc(NC(=O)c2cc3n(n2)C(C(F)(F)F)CC(c2ccc4c(c2)OCO4)N3)c1 (stereo not drawn)	-1	3.2	10	-15	-11	0	0	-0.8	i	3
C[C@H](CO)N1C[C@H](C)[C@H](CN(C)S(=O)(=O)c2ccc(-n3cccn3)cc2)OCc2cnnn2CCCC1=O	7	-1.3	-2	3	.	0	0	0.1	i	10
CCCCc1ccc(NC(=S)NCc2cccnc2)cc1	6	0.1	8	-2	1	1	-3	0.2	i	0
O=C(CNCc1cccs1)Nc1ccc(N2CCCCCC2)cc1	-6	0.1	-6	-5	4	-2	-1	-0.7	i	3
CCC(=O)c1ccc(N2CCCC2)c(F)c1	9	0.0	7	5	-10	4	-9	-0.1	i	-5
Nc1nnc(N2CCCCCC2)s1	-4	-0.3	-7	-1	2	0	4	0.2	i	0
Cc1cc2nnc(SCC(=O)NCc3ccco3)n2c2ccccc12	-7	0.3	8	1	-4	-4	6	-0.3	i	-2
C/C(CC(=O)Nc1ccc2c(c1)OCCO2)=N\NC(=O)COc1ccccc1	4	-0.2	6	-3	-5	2	5	0.0	i	-11
Cc1cc(C)c(NC(=O)c2cc(=O)c3ccccc3o2)c(C)c1	14	-0.8	3	-1	-8	0	-5	0.6	i	0
CCC(Oc1ccccc1)C(=O)OCC(=O)Nc1c(C)nn(-c2ccccc2)c1C (stereo not drawn)	1	-0.7	16	-5	.	-2	2	-0.2	i	2
COc1cccc(NC(=O)NCCCSC2CCCCC2)c1	-12	0.4	3	-4	-8	2	-1	0.1	i	-9
COc1ccc(NC(=O)CSc2nnc(Cc3ccccc3)c(=O)n2N)cc1	-16	-0.6	-9	-1	-4	-1	3	-0.2	i	3
COCCn1c(C)cc(C(=O)CSc2nc3ccccc3c(=O)[nH]2)c1C	-17	-1.2	-13	-12	-2	-1	1	-0.4	i	-6
COc1ccccc1C(c1nnnn1Cc1ccco1)N1CCN(c2cccc(C)c2C)CC1 (stereo not drawn)	6	1.6	4	-2	2	0	1	-1.3	i	6
COc1ccc(OC)c(C(=O)NC(CC(N)=O)c2ccc(NCC3CC3)c([N+](=O)[O-])c2)c1 (stereo not drawn)	10	0.0	9	-1	-14	4	-30	-0.2	i	-9
COc1cc2cc(C(c3nnnn3C3CCCC3)N3CCCCCC3)c(=O)[nH]c2cc1OC (stereo not drawn)	-20	-4.7	1	-3	0	-2	-10	-0.1	i	-2
CSC1=NCCN1C(=O)c1c(F)cccc1F	-1	-1.2	18	2	-5	0	-2	-1.6	i	6
COc1ccc(-c2csc(N3C(=N)SCC3=O)n2)cc1	18	-1.3	2	0	1	-5	-4	-1.6	i	-1
CC(=O)N1N=C(c2ccccc2)CC1c1ccccc1 (stereo not drawn)	-8	0.8	12	88*	-7	5	-2	2.5	i	-3
O=C(O)CCN1C(=O)C2C3c4ccccc4C(c4ccccc43)[C@@H]2C1=O (stereo partly drawn)	12	1.7	-9	0	-5	1	-2	-0.2	i	-6
COc1cc(OC)cc(-c2c(-c3ccc(F)cc3)c3cc(-c4ccc5c(c4)OCCO5)ccc3n2C)c1	-7	2.5	13	1	-6	0	-16	-0.1	i	16
CCCCNC(=O)N(O)C1N(/N=C/c2ccccc2F)C(=S)SC1(C)C (stereo not drawn)	2	1.3	2	5	3	2	5	-0.5	i	-2
CC(C)C(NS(=O)(=O)c1ccccc1)C(=O)N1CCCC1 (stereo not drawn)	-13	0.2	0	-3	0	0	1	-0.2	i	11

An excerpt from above in order of the TbMetRS inhib value, lowest first.
SMILES | TbMetRS inhib
Cc1cccc(NC(=O)c2cc3n(n2)C(C(F)(F)F)CC(c2ccc4c(c2)OCO4)N3)c1 (stereo not drawn) | -0.8
CC(C)NS(=O)(=O)c1ccc(NC(=O)C(C)Oc2ccc(C(=O)c3ccccc3)cc2)cc1 (stereo not drawn) | -0.4
COc1ccc(COc2cc(-c3cccc(OC)c3)nc3ccc(NC(=O)c4ccc(C)cc4)cc23)cc1 | -0.2

Later entries
SMILES	NRP1-CendR mod	LMPTP inh	SKN-1 block	DNMT1 block	Scp-1 inhibitor	STEP block	SUMO1-SIM PPI	TbMetRS inhib	Neddyl block	NadD inh
O=C(CSc1nnnn1-c1ccccc1)NC(=O)NCc1ccco1	-10	30	3	68*	42	-2	27	-1.2	i	7
CC1CN(C(=O)COC(=O)c2cccc(S(=O)(=O)N3CCc4ccccc43)c2)CC(C)O1 (stereo not drawn)	9	3.2	6	-5	1	-2	4	-0.4	i	-3
CCCc1nc2ccc(Cl)cn2c1Cc1ccccc1	-15	2.7	16	5	.	-2	0	-1.0	i	6
O=C(/C=C/c1ccc(Cl)cc1)NCc1ccco1	4	-1.4	6	-4	-2	0	-8	-0.1	i	-6
CCOc1ccc(C(=O)O/N=C(\N)c2ccc([N+](=O)[O-])cc2)cc1OCC	-10	22	8	18	3	-2	-15	-1.0	i	-4
COc1cccc(/C=N/NC(=O)C(=O)N2CCCC2)c1O	3	-0.8	5	4	-7	0	-3	-0.7	i	2
S=C(Nc1cc(Cl)cc(Cl)c1)NC1CCN(Cc2ccccc2)CC1	-14	0.6	-7	-2	-5	5	-9	0.2	i	0
O=C(OCCc1cc2ccccc2c(=O)o1)c1cccs1	15	0.6	20	5	-18	1	2	-0.1	i	-4
COCc1ccc(C(=O)N(C)CC2CCCN(CCc3ccc(Cl)cc3)C2)o1 (stereo not drawn)	-1	-1.2	-17	-2	-2	-1	2	0.4	i	-4
COc1ccc(CNC(=O)CSC(=S)N2CCCC2)cc1	10	0.6	-1	1	5	1	-1	-0.5	i	-3
Cc1ccccc1NC(=O)CN(C)S(=O)(=O)c1ccc2c(c1)n(C)c(=O)c(=O)n2C	-3	-1.8	-6	1	-5	-2	2	-0.1	i	-3
COC(=O)c1nc2n(n1)C(c1ccccc1OC)C1=C(CCCC1=O)N2 (stereo not drawn)	10	-0.1	-12	0	0	-2	2	-0.5	i	-8
Cc1ccc2c(c1)C1CN(C)CCC1N2C(=O)c1ccccc1NS(=O)(=O)c1cccc(C(F)(F)F)c1 (stereo not drawn)	1	-1.0	-4	-3	3	0	3	-0.4	i	-2

Screening results: PubChem, several laboratories
